Mdm2 MdmX PPI: disrupts the human Mdm2-MdmX interaction. SaOS-2 split-luciferase Mdm2/MdmX complementation, luminescence. AID 485346. O15151+Q00987. inhibition, % at 8 µM. 3% of 330,000 active;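 active means inhibition of at least 50% at 8 µM in the primary screen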
Target sequence (O15151 whole entry, looked up): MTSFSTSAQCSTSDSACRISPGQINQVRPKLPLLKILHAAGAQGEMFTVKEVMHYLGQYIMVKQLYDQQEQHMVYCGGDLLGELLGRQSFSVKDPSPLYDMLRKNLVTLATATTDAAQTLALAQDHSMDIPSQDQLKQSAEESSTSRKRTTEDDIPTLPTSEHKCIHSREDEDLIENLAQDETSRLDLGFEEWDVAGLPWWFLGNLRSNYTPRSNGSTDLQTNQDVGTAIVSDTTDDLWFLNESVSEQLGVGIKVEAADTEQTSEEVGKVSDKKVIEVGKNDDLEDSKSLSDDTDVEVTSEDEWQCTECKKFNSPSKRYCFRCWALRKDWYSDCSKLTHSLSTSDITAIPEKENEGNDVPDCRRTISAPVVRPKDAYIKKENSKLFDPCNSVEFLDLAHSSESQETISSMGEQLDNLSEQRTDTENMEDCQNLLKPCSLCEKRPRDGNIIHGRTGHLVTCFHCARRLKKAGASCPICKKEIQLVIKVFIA
Target sequence (Q00987 whole entry, looked up): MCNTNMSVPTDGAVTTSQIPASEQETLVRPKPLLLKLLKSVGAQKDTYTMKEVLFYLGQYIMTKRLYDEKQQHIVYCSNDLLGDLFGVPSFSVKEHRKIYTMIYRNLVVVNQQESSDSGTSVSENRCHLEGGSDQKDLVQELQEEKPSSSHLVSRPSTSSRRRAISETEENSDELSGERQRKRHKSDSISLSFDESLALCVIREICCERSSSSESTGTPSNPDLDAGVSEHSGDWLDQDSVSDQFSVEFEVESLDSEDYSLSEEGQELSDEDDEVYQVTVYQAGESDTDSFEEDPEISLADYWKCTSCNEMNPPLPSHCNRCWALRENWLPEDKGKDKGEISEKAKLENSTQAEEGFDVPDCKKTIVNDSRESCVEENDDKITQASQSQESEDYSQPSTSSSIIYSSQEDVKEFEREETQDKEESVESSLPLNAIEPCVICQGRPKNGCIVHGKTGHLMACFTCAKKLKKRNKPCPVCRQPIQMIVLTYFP
CXCR6 inh: CXCR6 (human) receptor inhibition. O00574. CHO-K1 PathHunter CXCR6 beta-arrestin, luminescence. inhibition, % at 20 µM. 0.36% of 360,000 active. AID 602244; in the data active means inhibition above about 34%, passing the limit was not always enough;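 further: antagonist mode with CXCL16 agonist at 10 nM final; 0% = 10 nM CXCL16 with DMSO and 100% = unstimulated wells without agonist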
CCR6 antag: CCR6 (human) receptor antagonism | AID 493098 | inhibition, % at 20 µM | CHO-K1 CCR6 PathHunter beta-arrestin, luminescence, CCL20-stimulated | 0.49% of 340,000 active | P51684;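 active means compounds whose inhibition of the agonist-driven luminescence signal at 20 µM reaches about 50%, limit read from the data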;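 further: cells stimulated with CCL20 at 14 nM final; plate controls were DMSO with CCL20 for no effect and DMSO without agonist for full effect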
EBI2 block: blocks human EBI2 receptor beta-arrestin signaling. AID 651636. EBI2 beta-arrestin recruitment, luminescence, 7a,25-OHC stimulated. inhibition, % at 5 µM. 0.81% of 360,000 active. P32249; in the data active means inhibition above about 38%;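 further: enzyme fragment complementation signal reports receptor beta-arrestin coupling in cells; 0% = agonist plus DMSO wells and 100% = wells without agonist; some results beyond the cut were filed as inactive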
UPR XBP1 act: activators of adaptive arm of unfolded protein response (XBP1); CHO-XBP1 luciferase reporter, IRE1-XBP1 UPR activation, luminescence; percent of tunicamycin response, DMSO as zero; activation, % at 20 µM; 0.33% of 330,000 active;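 active means versus positive control, 20 µM dose yields 30% or more activation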;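 further: 100% = tunicamycin at 10 µg/mL and 0% = DMSO only wells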
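assay system = CHO-XBP1 luciferase reporter cells | amount = 1000 cells/well | buffer or medium = F12 plus 10% FBS | compound dosing = single point, 20 µM final compound, 1% DMSO | incubation = 16-18 h cell attachment at 37 °C, then 6 h compound exposure | detection = Steady-Glo luminescence read | controls = tunicamycin 10 µg/mL and vehicle-only wells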
Jurkat NFkB inh: inhibitors of the PMA/ionomycin-induced NF-kB reporter in Jurkat cells | 0.53% of 330,000 active | AID 435003 | inhibition, % at 4 µM | PMA/ionomycin-induced NF-kB luciferase reporter, luminescence; in the data active means inhibition above about 50%
UPR CHOP act: activators of apoptotic arm of unfolded protein response (CHOP); activation, % at 10 µM; 0.34% of 330,000 active; CHO-CHOP luciferase reporter, UPR activation, luminescence; percent of tunicamycin response over DMSO baseline;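 active means at 10 µM dose, activation of 40% or more, normalized to positive control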;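 further: 100% = tunicamycin at 10 µg/mL and 0% = DMSO alone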
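assay system = CHO CHOP reporter cells | amount = 500 CHO-CHOP cells per well | buffer or medium = F12 with 10% FBS | incubation = 16-18 h cell attachment, then 6 h compound exposure, 37 °C | detection = luminescence read with Steady-Glo | read-out = percent activation relative to tunicamycin control | controls = tunicamycin high control, DMSO low control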
Gli-Sufu block: antagonists of Gli-Sufu signaling; Sufu-KO-LIGHT fibroblasts, Gli luciferase reporter luminescence; inhibition, % at 5 µM; 0.74% of 340,000 active;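 active means inhibition above about 55%, limit read from the data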;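 further: 0% = DMSO-treated cells and 100% = wells with medium but no cells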
697 NFkB inh: inhibitors of the PMA/ionomycin-induced NF-kB reporter in 697 B cells; 697 B-cell NF-kB luciferase reporter, 16 h; inhibition, % at 4 µM; 0.33% of 330,000 active; AID 435022; in the data active means inhibition above about 35%
* = called active by the depositor; nt = not tested or not shown.

(1) Cc1ccccc1OC(=O)c1cccc(S(=O)(=O)N2CCN(C)CC2)c1
(2) FC(F)(F)c1nnc2n1N=C(c1cccs1)CS2
(3) O=C(O)/C=C\c1cccc(-n2cnnn2)c1
(4) COc1ccc(Cc2nnc(NC(=O)c3c(-c4ccccc4)noc3C)s2)cc1OC
(5) N#Cc1ccccc1S(=O)(=O)N1CCN(C(=O)c2cn(-c3ccccc3)nc2-c2cccnc2)CC1

assay / compound	1	2	3	4	5
Mdm2 MdmX PPI	16.5	10.9	-17.2	-4.8	10.9
CXCR6 inh	2.2	5.2	-6.9	4.5	-1.9
CCR6 antag	10.0	-2.1	-7.3	nt	5.2
EBI2 block	-10.3	-5.4	-7.7	-6.0	-8.1
UPR XBP1 act	2.0	1.4	2.7	-5.7	-4.0
Jurkat NFkB inh	-8.9	-4.4	13.2	8.4	-6.2
UPR CHOP act	0.3	-0.1	1.4	3.4	0.5
Gli-Sufu block	-9.7	-0.3	2.6	nt	-4.4
697 NFkB inh	5.2	2.6	8.1	-0.8	5.0

(6) CC1CCN(Cc2c(C(=O)N/N=C/c3ccc(C(C)C)cc3)nnn2-c2nonc2N)CC1
(7) CCCN=Cc1ccc(O)cc1
(8) O=C(NCc1ccc2c(c1)OCO2)c1ccc2c(=O)n(C3CCCC3)c(=O)[nH]c2c1
(9) COc1cc(C(=O)NCC2CCCO2)ccc1OCc1ccc(Cl)cc1 (configuration not stated)
(10) CC1CCCC(C)N1CCCNC(=O)c1csc2c1CCCCC2 (configuration not stated)

assay / compound	6	7	8	9	10
Mdm2 MdmX PPI	-4.8	4.4	14.1	16.2	-11.9
CXCR6 inh	-0.3	3.6	-3.9	1.1	-2.8
CCR6 antag	-4.5	5.9	4.7	9.3	1.5
EBI2 block	17.0	-12.7	3.6	6.8	-9.8
UPR XBP1 act	35.8*	0.0	1.1	0.4	-1.2
Jurkat NFkB inh	13.5	7.5	-20.3	-20.4	-8.5
UPR CHOP act	2.5	-1.2	0.5	0.6	3.7
Gli-Sufu block	-3.7	-3.7	3.2	-2.9	nt
697 NFkB inh	-2.1	6.3	3.8	1.2	-38.6

(11) COc1ccc(S(=O)(=O)N2C3CCC2CC(NC(=O)NC2CCCCC2)C3)cc1 (configuration not stated)
(12) CC1CCCN(C(=O)NC2CC(=O)N(c3ccc4c(c3)OCCO4)C2)C1 (configuration not stated)
(13) Cc1ccc(C(=O)NCC(c2ccco2)N2CCCCC2)s1 (configuration not stated)
(14) Nc1ccccc1C(=O)N1CCCC1
(15) COCCCn1c(C)nnc1SCc1ccc(C(C)(C)C)cc1

assay / compound	11	12	13	14	15
Mdm2 MdmX PPI	-14.9	-2.3	15.2	7.6	2.6
CXCR6 inh	-5.2	6.6	1.7	3.3	1.5
CCR6 antag	2.5	-10.6	23.5	16.3	16.6
EBI2 block	2.9	21.9	-0.2	-2.5	-0.5
UPR XBP1 act	-6.5	-0.1	-2.1	-3.2	-0.2
Jurkat NFkB inh	4.7	10.9	-12.7	4.6	-6.6
UPR CHOP act	0.3	1.3	0.0	0.9	1.4
Gli-Sufu block	-4.3	-9.9	-2.6	-0.2	4.8
697 NFkB inh	13.1	10.4	4.6	8.1	13.8

(16) COC(=O)c1[nH]c2ccc(C)cc2c1NC(=O)CN1CCCc2ccccc21
(17) CC(=O)Nc1ccc(S(=O)(=O)NNC(=O)CCC(=O)NCc2ccccc2)cc1
(18) O=C(Nc1cccc(F)c1)c1c(F)c(F)c(F)c(F)c1F
(19) Cc1[nH]c(=O)c(C#N)c(C)c1CSc1ncccn1
(20) Cc1cc(C(=O)COC(=O)c2cc(Cl)c(O)c(Cl)c2)c(C)n1C

assay / compound	16	17	18	19	20
Mdm2 MdmX PPI	42.9	8.7	11.0	24.3	-6.2
CXCR6 inh	2.6	1.1	-4.7	5.9	3.3
CCR6 antag	-7.1	-6.1	-7.2	10.2	-0.8
EBI2 block	9.6	-6.2	-3.3	16.1	-10.7
UPR XBP1 act	0.7	0.3	-2.1	2.9	-3.5
Jurkat NFkB inh	-5.0	0.3	-5.0	8.3	-0.3
UPR CHOP act	2.2	0.9	-2.9	-0.6	1.1
Gli-Sufu block	-1.0	1.0	1.6	-0.1	2.7
697 NFkB inh	-6.5	10.7	-0.5	28.6	19.2

(21) Nn1c(Cc2cccc3ccccc23)nnc1SCCOc1ccc(Br)cc1
(22) CC1CC(C)CN(CC(=O)c2cccs2)C1 (configuration not stated)
(23) O=C(Cn1nc(-c2ccc(Cl)cc2)ccc1=O)NCC1COCCO1 (configuration not stated)
(24) Cc1nn(Cc2c(F)c(F)c(F)c(F)c2F)c(C)c1NC(=O)c1nn(C)cc1Br
(25) COc1ccc2[nH]c(=O)c(CN(Cc3nnnn3Cc3ccco3)C3CCCCC3)cc2c1

assay / compound	21	22	23	24	25
Mdm2 MdmX PPI	11.4	16.7	-0.4	16.6	-3.5
CXCR6 inh	1.8	2.8	1.7	4.7	-0.2
CCR6 antag	5.7	0.2	0.2	-2.2	-15.3
EBI2 block	27.2	-2.8	-1.1	-20.5	-11.1
UPR XBP1 act	-0.1	-2.2	-0.4	-4.5	-4.6
Jurkat NFkB inh	5.2	-6.2	-13.3	3.0	7.9
UPR CHOP act	5.1	-3.0	0.1	-0.3	-2.1
Gli-Sufu block	4.0	-1.9	-11.2	6.7	-1.0
697 NFkB inh	6.6	3.7	0.2	-4.3	-5.8

(26) COc1cc(O)c(C(CCN2CCOCC2)c2cc(OC)c(OC)c(OC)c2)c(OC)c1 (configuration not stated)
(27) COc1cccc(CC(=O)NNC(=O)CN(C)S(=O)(=O)c2ccc(C)cc2)c1
(28) COc1ccc(-c2c3c(=O)n(C)c(=O)n(C)c3cn2C2CCCCC2)cc1
(29) Cc1ccc(S(=O)(=O)Nc2ccccc2F)cc1C(=O)N1CCCC1
(30) CC1CCN(CCCOc2ccc(Cl)cc2Br)CC1

assay / compound	26	27	28	29	30
Mdm2 MdmX PPI	13.7	-30.3	2.9	-12.7	16.9
CXCR6 inh	-3.2	2.4	9.2	4.5	-0.5
CCR6 antag	8.8	7.7	13.5	0.8	-0.1
EBI2 block	-5.1	-14.1	9.9	4.6	1.3
UPR XBP1 act	1.1	-0.3	1.9	0.8	1.9
Jurkat NFkB inh	8.4	-12.3	-1.9	11.4	-17.8
UPR CHOP act	2.5	1.7	1.4	-1.5	-1.4
Gli-Sufu block	4.5	-11.5	10.9	-3.6	14.8
697 NFkB inh	16.0	3.2	-17.3	10.3	-7.8

The final 4 entries of the part before lead into the next.
(27) COc1cccc(CC(=O)NNC(=O)CN(C)S(=O)(=O)c2ccc(C)cc2)c1
(28) COc1ccc(-c2c3c(=O)n(C)c(=O)n(C)c3cn2C2CCCCC2)cc1
(29) Cc1ccc(S(=O)(=O)Nc2ccccc2F)cc1C(=O)N1CCCC1
(30) CC1CCN(CCCOc2ccc(Cl)cc2Br)CC1
(31) Cc1cccn2cc(CCNC(=O)c3ccco3)nc12
(32) Cc1ccc2c(c1)/C(=C/c1ccccc1C)C(=O)N2
(33) Cn1c(=O)c(-c2cc(=O)[nH][nH]2)c(O)c2ccccc21
(34) Cc1cccc(NC(=O)CCc2nnc3ccc(N4CCC(C)CC4)nn23)n1
(35) CCOC(=O)c1ccc2c(c1)n(CCO)c(C)[n+]2CC

assay / compound	27	28	29	30	31	32	33	34	35
Mdm2 MdmX PPI	-30.3	2.9	-12.7	16.9	-8.5	39.6	11.4	30.7	-9.1
CXCR6 inh	2.4	9.2	4.5	-0.5	1.0	4.9	-4.2	-0.3	5.3
CCR6 antag	7.7	13.5	0.8	-0.1	-4.0	8.0	-5.1	-2.4	-5.4
EBI2 block	-14.1	9.9	4.6	1.3	-1.7	6.9	-0.8	3.2	0.2
UPR XBP1 act	-0.3	1.9	0.8	1.9	-0.6	1.5	-2.5	-0.2	1.3
Jurkat NFkB inh	-12.3	-1.9	11.4	-17.8	-10.4	-5.3	7.8	1.1	-15.7
UPR CHOP act	1.7	1.4	-1.5	-1.4	4.3	0.5	1.2	4.7	-0.3
Gli-Sufu block	-11.5	10.9	-3.6	14.8	-0.8	-12.7	-3.6	-3.0	-0.9
697 NFkB inh	3.2	-17.3	10.3	-7.8	-2.4	-18.1	12.5	-11.6	-2.4

(36) Nc1cc([N+](=O)[O-])ccc1O
(37) COC(=O)c1nn(-c2ccccc2)ccc1=O
(38) COc1ccc(CCNC(=O)CSc2cccc3cccnc23)cc1OC
(39) CCOC(=O)c1c(NC(=O)C(=O)N/N=C/c2ccccc2O)sc2c1CCCCC2
(40) Cc1ccc(S(=O)(=O)N2CCC(N3CCCCCC3)CC2)cc1

assay / compound	36	37	38	39	40
Mdm2 MdmX PPI	-8.5	6.1	25.3	14.9	1.4
CXCR6 inh	23.5	1.2	2.9	-12.1	-2.1
CCR6 antag	32.3	7.4	18.8	-5.4	8.6
EBI2 block	5.3	-3.1	0.1	3.9	6.1
UPR XBP1 act	-1.8	-3.8	1.6	0.3	-1.0
Jurkat NFkB inh	-0.5	2.9	4.0	12.0	-8.3
UPR CHOP act	0.0	1.4	-0.2	-1.4	-0.2
Gli-Sufu block	-2.7	-3.0	5.3	69.9*	0.2
697 NFkB inh	-23.1	6.7	-1.0	-3.3	-14.0

(41) O=C(c1ccccc1)n1nc(-c2ccccc2)nc1NCc1ccco1
(42) Cc1cc(C(=O)N/N=C/c2cc(Br)cc(Br)c2OC(=O)c2ccccc2)n[nH]1
(43) CC(C)C(NC(=O)C1(NC(=O)OCc2ccccc2)CCCC1)C(=O)O (configuration not stated)
(44) CN1CCN(c2ccc(CNS(=O)(=O)Cc3ccc(Cl)cc3)cc2)CC1
(45) CNC(=S)NN(c1ccccc1)c1ccccc1
(46) N#Cc1ccc(-c2ccc(F)cc2)nc1SCC(=O)Nc1sc2c(c1C#N)CCC2
(47) COc1ccc(/C=N/Nc2ncnc(Cl)c2N)cc1OC

assay / compound	41	42	43	44	45	46	47
Mdm2 MdmX PPI	-5.9	48.1	nt	10.7	-16.7	48.9	-22.7
CXCR6 inh	11.0	nt	-2.8	3.4	2.6	-1.4	-1.2
CCR6 antag	10.4	nt	-1.6	6.9	8.5	15.4	-6.9
EBI2 block	-5.3	nt	6.2	7.6	0.5	52.9*	5.0
UPR XBP1 act	0.8	5.3	nt	0.7	-1.1	19.6	6.9
Jurkat NFkB inh	-25.3	13.7	nt	-13.3	-0.4	-3.2	-1.4
UPR CHOP act	1.4	6.2	nt	4.2	-0.4	-0.4	1.4
Gli-Sufu block	-12.2	nt	-7.3	-29.4	-0.1	21.3	-9.2
697 NFkB inh	-20.2	-9.2	nt	-25.3	17.9	-11.3	13.3

Assay outcomes deposited in PubChem BioAssay by Sanford-Burnham Center for Chemical Genomics.
